ERp5 block: ERp5 (human) disulfide isomerase inhibition. ERp5 insulin aggregation, absorbance 650 nm, 90 min. Q15084. inhibition, % at 9.99 µM. AID 651711. hit rate 0.05% among 350,000;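 active means mean replicate inhibition above about 25%, with every replicate also reaching it, limit read from the data, passing the limit was not always enough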
S100A4 inh HTS: S100A4-myosin IIA interaction inhibition; P26447; S100A4/TAMRA-MyoIIA peptide fluorescence polarization; inhibition, % at 10.7 µM; hit rate 0.14% among 360,000; AID 652163;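 active means mean inhibition of at least 70% across replicates, with every replicate also reaching that level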
Target sequence (P26447 whole entry, looked up): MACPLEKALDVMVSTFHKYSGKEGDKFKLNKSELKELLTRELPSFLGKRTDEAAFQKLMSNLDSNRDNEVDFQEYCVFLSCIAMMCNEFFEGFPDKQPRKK
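assay system = human S100A4 monomer with TAMRA-labelled myosin IIA peptide | also added = labelled myosin peptide probe, 5 nM | incubation = 5 min between mix addition and reading | control set = DMSO and TFP controls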
E-sel inducer: induces E-selectin expression in human endothelial cells; P16581; HUVEC E-selectin immunofluorescence imaging; normalized: neutral wells 0, TNF-alpha wells 100; activation, % at 7.58 µM; hit rate 0.37% among 260,000; AID 686992;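 active means mean E-selectin-positive cell signal at least 10% of the positive control, reached in at least 60% of replicates, without over 20% cell loss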;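 further: in these data hits start at about 27%; measured in HUVEC primary endothelial cells; signal is the percent of cells scored E-selectin positive by PE staining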
Target sequence (P16581 whole entry, looked up): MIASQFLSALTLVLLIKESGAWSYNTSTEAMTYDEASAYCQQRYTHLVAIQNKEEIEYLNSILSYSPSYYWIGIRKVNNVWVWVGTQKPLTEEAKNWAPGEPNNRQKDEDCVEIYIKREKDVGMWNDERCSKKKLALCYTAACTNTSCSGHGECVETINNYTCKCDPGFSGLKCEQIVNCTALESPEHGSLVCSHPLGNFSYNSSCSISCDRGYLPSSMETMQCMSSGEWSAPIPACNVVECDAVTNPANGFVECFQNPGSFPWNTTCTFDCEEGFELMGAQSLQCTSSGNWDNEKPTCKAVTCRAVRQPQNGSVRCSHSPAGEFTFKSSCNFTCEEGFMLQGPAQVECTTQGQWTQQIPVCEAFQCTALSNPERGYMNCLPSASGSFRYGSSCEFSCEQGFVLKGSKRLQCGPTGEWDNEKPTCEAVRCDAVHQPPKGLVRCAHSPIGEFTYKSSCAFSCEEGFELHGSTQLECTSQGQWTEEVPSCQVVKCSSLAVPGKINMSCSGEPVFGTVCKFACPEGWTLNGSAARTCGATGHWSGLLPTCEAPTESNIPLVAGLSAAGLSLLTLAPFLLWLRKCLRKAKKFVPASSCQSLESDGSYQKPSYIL
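material = human umbilical vein endothelial cells (HUVEC), E-selectin induction | quantity = 3,000 cells/well | medium = EGM-2 growth medium on 0.1% gelatin-coated wells | technique = immunofluorescence imaging | read-out basis = % PE-positive cells | control set = TNF-alpha positive control, DMSO neutral control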
RAD52 inh: RAD52 (human) annealing inhibition | P43351 | hit rate 0.46% among 360,000 | inhibition, % at 18.7 µM | recombinant RAD52 DNA annealing, FRET fluorescence;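 active means every replicate showing at least 50% inhibition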
Xi reactivation: X-chromosome reactivation activator; XiGFP mouse fibroblasts, % GFP-positive cells imaging, 3 d; cells co-treated with 5-aza-dC sensitizer; scaled so ellipticine positive control = 100%; activation, % at 7.58 µM; hit rate 0.055% among 360,000;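 active means mean normalized replicate activation at least 10% and every replicate at or above 10%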;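 further: 0% = median of on-plate neutral control wells and 100% = ellipticine 6 µM median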
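System: XiGFP fibroblasts, SV40-immortalized. Medium: DMEM plus 5-aza-dC sensitizer. Doses: single point. Timing: 3 d treatment, 15 min room-temperature fixation. Control set: ellipticine 6 µM.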
ERAP1 HTS inh: blocks human ERAP1 aminopeptidase activity; Q9NZ08; AID 652197; hit rate 0.15% among 340,000; recombinant ERAP1, Leu-AMC fluorescence, 60 min; inhibition, % at 10.7 µM;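 active means mean replicate inhibition of at least 30%, or all replicates individually reaching that 30% level; inactive means mean below 30% and not every replicate reaching it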;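 further: 0% = neutral control wells and 100% = L-leucinethiol positive control wells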
RAD54 inh: blocks human RAD54 Holliday junction branch migration; FAM/BHQ fluorescence; inhibition, % at 10.4 µM; hit rate 0.14% among 360,000; AID 602329;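 active means mean normalized replicate activity at least 40 and at least half of replicates scoring 40 or more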;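 further: 0% = median of neutral control wells and 100% = median of positive control wells; inhibitors cause a drop in the FAM fluorescence signal; in these data hits start at about 50%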
esBAF inh: blocks esBAF chromatin remodeling in mouse ES cells; Bmi1-luciferase knock-in reporter, 24 h; 100% = twice the neutral-well signal; reporter increase, % at 12.5 µM; hit rate 2% among 350,000; in the data active means activation above about 40%;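 further: 0% = median of the plate's neutral control wells and 100% = double that signal; a rise in the Bmi1 reporter signal indicates esBAF inhibition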
Numbers without * were called inactive.

Screening Cc1cc(-c2ccc(Br)s2)nc(-n2cccc2)n1 returned ERp5 block 1, S100A4 inh HTS -8, E-sel inducer 3.7, RAD52 inh -33, Xi reactivation 0.0 and ERAP1 HTS inh -1.
`COc1ccc2c(c1)c1ncn(CCN3CCNCC3)c(=O)c1n2C` gave ERp5 block -8, S100A4 inh HTS -4, RAD52 inh 22 and ERAP1 HTS inh 3.
For CCCCCN(C(=O)CCC(=O)OCc1ccccc1C)c1c(N)n(CCCC)c(=O)[nH]c1=O the results were ERp5 block 4, S100A4 inh HTS 6, E-sel inducer 3.5, RAD52 inh -6, Xi reactivation 0.2, ERAP1 HTS inh 12, RAD54 inh -2 and esBAF inh 2.
For O=C(NCc1cccc(OC(F)(F)F)c1)C1CCC(=O)N(Cc2cccc(F)c2)C1 (configuration not stated) the results were ERp5 block 4, S100A4 inh HTS -1, RAD52 inh -2, Xi reactivation -0.1, ERAP1 HTS inh -3, RAD54 inh -9 and esBAF inh 5.
For COc1cccc(-c2cnc3c(c2)C(=O)N([C@H](C)CO)C[C@H](C)[C@@H](CN(C)Cc2ccc(F)cc2)O3)c1 the results were ERp5 block -2, S100A4 inh HTS -22, E-sel inducer -0.3, RAD52 inh 13, Xi reactivation -1.4, ERAP1 HTS inh 0, RAD54 inh -7 and esBAF inh 0.
For CCCCCNC(=O)C(C1CC1)n1c(=O)c(-c2ccccc2)nc2ccccc21 (configuration not stated) the results were ERp5 block 2, S100A4 inh HTS 0, E-sel inducer 0.2, RAD52 inh -8, Xi reactivation -0.1 and ERAP1 HTS inh -4.
For CCCN1[C@H](C(=O)NCCCN2CCOCC2)[C@@H](CO)[C@@H]2Cn3c(ccc(-c4cccnc4)c3=O)[C@@H]21 the results were ERp5 block 1, S100A4 inh HTS -5, E-sel inducer 0.0, RAD52 inh 8, Xi reactivation 0.3, ERAP1 HTS inh 3, RAD54 inh -6 and esBAF inh 0.
O=c1cc(CSc2ccc(Cl)cc2)nc(-c2ccncc2)[nH]1 was read as ERp5 block 0, S100A4 inh HTS 44, RAD52 inh 9, Xi reactivation 0.5 and ERAP1 HTS inh 7.
For CNC[C@H]1OCCCC[C@@H](C)Oc2ccc(NC(=O)Nc3ccc(OC)cc3)cc2C(=O)N([C@@H](C)CO)C[C@H]1C the results were ERp5 block 1, S100A4 inh HTS 2, E-sel inducer 0.0, RAD52 inh 0, Xi reactivation 0.2, ERAP1 HTS inh 0, RAD54 inh 5 and esBAF inh -6.
S=C1SCN(Cc2ccco2)CN1Cc1ccco1 was read as ERp5 block 6, S100A4 inh HTS -11, E-sel inducer -0.2, RAD52 inh -10, Xi reactivation 0.0, ERAP1 HTS inh 8, RAD54 inh -3 and esBAF inh -8.
For COC(=O)C=C1CCC2C3CC(F)C4(O)CC(=O)CCC4(C)C3C(=O)CC12C (configuration not stated) the results were ERp5 block 7, S100A4 inh HTS 42, E-sel inducer -0.1, RAD52 inh -11, Xi reactivation 0.2, ERAP1 HTS inh 2, RAD54 inh 1 and esBAF inh -4.
`COCC(=O)Nc1ccc2c(c1)[C@@H]1C[C@@H](CC(=O)NCc3ccccc3OC)O[C@H](CO)[C@@H]1O2` gave S100A4 inh HTS -3, E-sel inducer -0.5, RAD52 inh -3, Xi reactivation 0.0, ERAP1 HTS inh -3, RAD54 inh 6 and esBAF inh -1.
For Cc1ccc(S(=O)(=O)/N=C(\Nc2cccc(C)c2)Nc2nc(C)cc(C)n2)cc1 the results were ERp5 block -2, S100A4 inh HTS -1, E-sel inducer 1.0, RAD52 inh -12, Xi reactivation 0.2 and ERAP1 HTS inh 1.
`COc1c(C)cc(Br)cc1C(=O)Nc1ccccc1N1CCN(C(=O)c2ccccc2)CC1` gave ERp5 block -38, S100A4 inh HTS -2, E-sel inducer 0.0, RAD52 inh -13, Xi reactivation 0.4 and ERAP1 HTS inh -3.
Screening COc1cccc(C(=O)COC(=O)CCCC(=O)NC2CCCCC2)c1 returned ERp5 block 3, S100A4 inh HTS -3, RAD52 inh -5, Xi reactivation 0.0, ERAP1 HTS inh 0, RAD54 inh -3 and esBAF inh 6.

Next section, starting with the last 3 of the part before.
For Cc1ccc(S(=O)(=O)/N=C(\Nc2cccc(C)c2)Nc2nc(C)cc(C)n2)cc1 the results were ERp5 block -2, S100A4 inh HTS -1, E-sel inducer 1.0, RAD52 inh -12, Xi reactivation 0.2 and ERAP1 HTS inh 1.
`COc1c(C)cc(Br)cc1C(=O)Nc1ccccc1N1CCN(C(=O)c2ccccc2)CC1` gave ERp5 block -38, S100A4 inh HTS -2, E-sel inducer 0.0, RAD52 inh -13, Xi reactivation 0.4 and ERAP1 HTS inh -3.
Screening COc1cccc(C(=O)COC(=O)CCCC(=O)NC2CCCCC2)c1 returned ERp5 block 3, S100A4 inh HTS -3, RAD52 inh -5, Xi reactivation 0.0, ERAP1 HTS inh 0, RAD54 inh -3 and esBAF inh 6.
`O=C(CCCCC(=O)NCCc1ccccc1)NCCc1ccccc1` gave ERp5 block 7, S100A4 inh HTS -3, E-sel inducer 0.7, RAD52 inh 7, Xi reactivation 0.4, ERAP1 HTS inh 0, RAD54 inh 6 and esBAF inh -4.
CCOC(=O)c1c(NC(C)=O)sc2c(OCCN(CC)CC)c(Br)ccc12 was read as ERp5 block -5, S100A4 inh HTS -6, RAD52 inh 61*, Xi reactivation 0.0 and ERAP1 HTS inh 0.
For O=C(O)CCn1c(-c2ccccn2)nc2ccccc21 the results were ERp5 block 1, S100A4 inh HTS 3, RAD52 inh -18, Xi reactivation 0.0, ERAP1 HTS inh -2, RAD54 inh 4 and esBAF inh 3.
CC(C)Cc1cc(C(=O)N2CCC(N3CCC(C(=O)NC4CC4)CC3)CC2)n[nH]1 was read as ERp5 block 7, S100A4 inh HTS -9, RAD52 inh -9, Xi reactivation 0.0, ERAP1 HTS inh 6, RAD54 inh -5 and esBAF inh 5.
`Cc1cccc(C(=O)N2CCC(=O)N([C@H](COCc3ccc(Cl)cc3)Cc3ccccc3)CC2)c1` gave ERp5 block 3, S100A4 inh HTS -3, E-sel inducer -1.2, RAD52 inh 2 and Xi reactivation 0.0.
`C[C@H]1CN([C@@H](C)CO)C(=O)c2cc(C#Cc3ccccc3F)cnc2O[C@H]1CN(C)C(=O)C1CCC1` gave ERp5 block 2, S100A4 inh HTS 3, E-sel inducer 0.0, RAD52 inh 8, Xi reactivation 0.1, ERAP1 HTS inh -1, RAD54 inh 1 and esBAF inh 0.
CCOc1ccc2nc(NC(=O)C3CCN(C(=O)c4ccco4)CC3)sc2c1 was read as ERp5 block -1, S100A4 inh HTS -5, RAD52 inh -8, Xi reactivation 0.1, ERAP1 HTS inh -7, RAD54 inh -6 and esBAF inh 65*.
For CCN1C(=O)[C@@H]2[C@H](C1=O)[C@@H]1C(=O)Nc3ccccc3C(=O)N1[C@@H]2c1ccccc1 the results were ERp5 block -4, S100A4 inh HTS -1, E-sel inducer -0.1, RAD52 inh -22, Xi reactivation -0.1, ERAP1 HTS inh 15, RAD54 inh -10 and esBAF inh 10.
`CCCN(CCC)CCN1CCN(C(=O)[C@H](CCc2ccccc2)NC(=O)[C@H]2O[C@@H](n3cnc4c(N)ncnc43)[C@H](O)[C@@H]2O)CC1` gave ERp5 block 3, S100A4 inh HTS -16, E-sel inducer -0.1, RAD52 inh -9, Xi reactivation 0.3 and ERAP1 HTS inh -2.
`O=C(O)/C=C/c1ccccc1[N+](=O)[O-]` gave ERp5 block 1, S100A4 inh HTS 2, E-sel inducer -0.1, RAD52 inh -19, Xi reactivation 0.1, ERAP1 HTS inh -1, RAD54 inh 3 and esBAF inh -8.
For COc1cccc(CN2C(=O)CCC2(C)C(=O)NC2CCCCCC2)c1 (configuration not stated) the results were ERp5 block -1, S100A4 inh HTS 0, RAD52 inh -3, ERAP1 HTS inh 3, RAD54 inh -3 and esBAF inh -6.
For O=C(C[C@@H]1C[C@H]2c3cc(NC(=O)NC4CCCCC4)ccc3O[C@H]2[C@H](CO)O1)NCC(F)(F)F the results were ERp5 block -4, S100A4 inh HTS 3, E-sel inducer -0.1, RAD52 inh 3, Xi reactivation 0.1, ERAP1 HTS inh -2, RAD54 inh 1 and esBAF inh 8.
`O=C(O)c1ccc2c(=O)n3c(nc2c1)/C(=C/c1cccc(Cl)c1Cl)CC3` gave ERp5 block -7, S100A4 inh HTS -14, E-sel inducer 0.2, RAD52 inh -7, Xi reactivation 0.0 and ERAP1 HTS inh 8.
For CCCN(CC(=O)Nc1ccccc1C)C(=O)c1cn2ccccc2n1 the results were ERp5 block 16, S100A4 inh HTS -6, RAD52 inh -7, Xi reactivation 0.5, ERAP1 HTS inh 4, RAD54 inh -1 and esBAF inh 0.
COc1ccc(Br)cc1/C=C/C(=O)Nc1ccc2ccccc2c1 was read as ERp5 block -2, S100A4 inh HTS -6, RAD52 inh -19, Xi reactivation -0.1, ERAP1 HTS inh 1 and RAD54 inh 7.
For COC(=O)c1ccc(COc2ccc(/C=N/NC(=O)C(=O)Nc3ccc(OC)cc3)cc2OC)o1 the results were ERp5 block -3, S100A4 inh HTS -2, E-sel inducer 0.0, RAD52 inh -11, Xi reactivation 0.1, ERAP1 HTS inh -1 and RAD54 inh -4.
Cc1ccc([N+](=O)[O-])cc1S(=O)(=O)Nc1cccc(-c2ccc(N3CCCC3)nn2)c1 was read as ERp5 block -5, S100A4 inh HTS -2, E-sel inducer 0.6, RAD52 inh 1, Xi reactivation 0.0, ERAP1 HTS inh 1, RAD54 inh -10 and esBAF inh 18.
`COc1ccc(NC(=O)N(C)C[C@H]2Oc3ccc(NC(=O)CCC(F)(F)F)cc3CC(=O)N([C@@H](C)CO)C[C@@H]2C)cc1` gave ERp5 block -1, S100A4 inh HTS 6, E-sel inducer 0.0, RAD52 inh 9, Xi reactivation 0.2, ERAP1 HTS inh -3, RAD54 inh 1 and esBAF inh 5.
For CCn1nc(C)c(CNC(=O)CCc2nnc(Cc3c[nH]c4ccccc34)o2)c1C the results were ERp5 block -4, S100A4 inh HTS 1, RAD52 inh -7, Xi reactivation 0.0, ERAP1 HTS inh -2, RAD54 inh 3 and esBAF inh -1.
`O=C(C[n+]1ccccc1)N/N=C/c1ccc(Br)cc1` gave ERp5 block -3, S100A4 inh HTS -4, E-sel inducer 6.2, RAD52 inh -11, Xi reactivation 0.2, ERAP1 HTS inh 1, RAD54 inh -8 and esBAF inh 1.
`C=CCn1nc(C(=O)Nc2ccc(OC)cc2)cc1-c1sc(NC(=O)c2ccccc2)nc1C` gave ERp5 block 1, S100A4 inh HTS -3, E-sel inducer 0.0, RAD52 inh -7, Xi reactivation 0.1 and ERAP1 HTS inh -2.
Screening CCn1cc(CN2CCCC(C(=O)c3ccc(-c4ccccc4)cc3)C2)cn1 (configuration not stated) returned ERp5 block -6, S100A4 inh HTS -7, RAD52 inh 0, Xi reactivation 0.0 and ERAP1 HTS inh -4.
Screening COc1ccc(C(=O)N[C@H](C(=O)NCCc2ccc3c(c2)OCCO3)C(C)C)cc1 returned ERp5 block -5, S100A4 inh HTS 3, E-sel inducer -0.7, RAD52 inh -25, Xi reactivation -0.1, ERAP1 HTS inh -1, RAD54 inh 6 and esBAF inh 5.
Screening CC(C)(C)c1ccc(OCCC(=O)OCC(=O)NC2CC2)cc1 returned ERp5 block 6, S100A4 inh HTS -2, RAD52 inh -13, Xi reactivation 0.2, ERAP1 HTS inh -1, RAD54 inh 11 and esBAF inh -2.
For O=C(c1ccc(N2CCOCC2)c([N+](=O)[O-])c1)N1CCCC(C(F)(F)F)C1 (configuration not stated) the results were ERp5 block 5, S100A4 inh HTS -3, E-sel inducer -3.5, RAD52 inh -1, Xi reactivation -0.3, ERAP1 HTS inh 2, RAD54 inh 2 and esBAF inh 11.
